Screening results from PubChem BioAssay.
ssDAF-12 act: activators of S. stercoralis DAF-12 nuclear receptor; HEK293 ssDAF-12/GRIP1 lit1-tk-luc reporter, luminescence; % of 3 µM dafachronic acid response; activation, % at 6.8 µM; 370,000 tested, 1% active; AID 652126;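 active means activation above the mean over all tested compounds plus 3 SD, cut at about 0.9% in these data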;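 further: 0% = DMSO-only wells and 100% = 3 µM delta7-dafachronic acid wells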
hgDAF-12 ag: hgDAF-12 agonism, primary luciferase screen; HEK293 GAL4-hgDAF12 UAS-luciferase reporter, agonist luminescence; normalized to butyrate control; activation, % at 6.8 µM; 370,000 tested, 1.8% active;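 active means activation above a cutoff set at the mean of all screened compounds plus 3 SD, cut at about 10% in these data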;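 further: 0% = DMSO wells and 100% = sodium butyrate wells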
GAA850 FXN act: activators of GAA850 frataxin (FXN) promoter; HEK293 lucGAA850 FXN promoter luciferase reporter, 24 h; percent of 10 µM SAHA response; activation, % at 6 µM; 360,000 tested, 0.56% active;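 active means activation above the average of all compounds screened plus 3 SD, cutoff fixed separately per campaign, cut at about 7.5% in these data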;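 further: 0% = DMSO wells and 100% = 10 µM SAHA wells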
SMARCA2 activ: SMARCA2 function activation, primary screen. MG213 cells, MMTV-luciferase reporter, dexamethasone, overnight. activation, % at 9.1 µM. 370,000 tested, 1% active. AID 652017; in the data active means activation above about 7.8%;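 further: 0% = vehicle wells and 100% = reference activator wells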
hcDAF-12 act: H. contortus DAF-12 activation, primary screen; HEK293 hcDAF-12 lit1-tk-luc reporter, luminescence; 0% DMSO, 100% Δ7-dafachronic acid; activation, % at 6.8 µM; 370,000 tested, 1.4% active; AID 652067;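 active means activation above the mean of all tested compounds plus 3 SD, cut at about 5.5% in these data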;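 further: 100% = response to 3 µM Δ7-dafachronic acid high control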
HGIII-sPLA2 inh: Blocks human group III sPLA2 activity. QFRET BODIPY PC-A2 liposome hydrolysis, fluorescence. Q9NZ20. inhibition, % at 12.2 µM. 370,000 tested, 0.56% active;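 active means inhibition above mean plus 3 SD of compounds lying within the high and low control bounds, cut at about 19% in these data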;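 further: 0% = median of test compound wells and 100% = no enzyme DMSO wells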
DAX1 inh-1: inhibitors of DAX1 repression of SF-1 activated StAR promoter; inhibition, % at 6.8 µM; AID 652010; HEK293T StAR-luciferase reporter, SF-1/DAX-1 repression relief; 370,000 tested, 1.1% active;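 active means inhibition above the mean over all tested compounds plus 3 SD, cut at about 3.6% in these data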;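 further: 0% = DAX-1 cells with DMSO and 100% = cells lacking DAX-1 with DMSO; higher inhibition means more luminescence from relief of DAX-1 repression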
GC-B act: GC-B (human) receptor activation; P20594; HEK293-GC-B cells, CNP EC30, cGMP TR-FRET; 0% at EC30 CNP, 100% saturating CNP; activation, % at 10 µM; 370,000 tested, 0.11% active;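 active means activation at 10 µM reaching about 35% in either raw or pattern-adjusted values, limit read from the data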
NPR1 activator: GC-A (human) enzyme activation. activation, % at 10 µM. AID 1671463. HEK293 GC-A cells, cGMP TR-FRET, EC30 ANP; 0% at EC30 ANP, 100% saturating ANP. 370,000 tested, 0.14% active; in the data active means activation above about 40%
DAX1 inh-2: inhibitors of human orphan nuclear receptor DAX1 (NR0B1); AID 504766; inhibition, % at 6.75 µM; 340,000 tested, 0.99% active; HEK293 Gal4-DAX1 luciferase reporter, luminescence;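 active means inhibition above the mean over all tested compounds plus 3 SD, cut at about 4.2% in these data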;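 further: 0% = DAX1-transfected cells with DMSO and 100% = empty-vector control cells with DMSO; inhibition shows as a rise in luminescence from relieved DAX1 repression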
Target sequence (P51843 207-470 limits assumed): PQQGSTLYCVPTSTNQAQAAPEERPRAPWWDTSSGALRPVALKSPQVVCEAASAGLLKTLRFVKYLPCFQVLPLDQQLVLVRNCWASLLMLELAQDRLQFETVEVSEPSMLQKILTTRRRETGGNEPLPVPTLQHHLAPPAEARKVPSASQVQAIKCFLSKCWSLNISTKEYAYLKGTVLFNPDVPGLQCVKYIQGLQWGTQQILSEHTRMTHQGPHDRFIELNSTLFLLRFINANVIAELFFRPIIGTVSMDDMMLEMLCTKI
proKLK7 act: activators of human kallikrein-7 zymogen | P49862 | purified proKLK7, EDANS-DABCYL substrate fluorescence; 100% is mature enzyme control, 0% vehicle | activation, % at 7 µM | 370,000 tested, 0.9% active | AID 652039;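 active means activation above the mean of all tested compounds plus 3 SD, computed per campaign excluding outliers beyond control limits, cut at about 13% in these data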
Target sequence (P49862 whole entry, looked up): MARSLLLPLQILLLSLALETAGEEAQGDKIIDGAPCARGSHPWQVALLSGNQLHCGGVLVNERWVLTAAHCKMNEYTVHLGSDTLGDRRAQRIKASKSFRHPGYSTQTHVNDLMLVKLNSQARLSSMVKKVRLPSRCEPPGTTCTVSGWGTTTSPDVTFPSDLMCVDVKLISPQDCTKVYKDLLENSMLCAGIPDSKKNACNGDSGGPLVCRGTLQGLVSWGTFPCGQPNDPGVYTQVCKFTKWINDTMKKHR
Numbers without * were called inactive; / = no result given.

SMILES	ssDAF-12 act	hgDAF-12 ag	GAA850 FXN act	SMARCA2 activ	hcDAF-12 act	HGIII-sPLA2 inh	DAX1 inh-1	GC-B act	NPR1 activator	DAX1 inh-2	proKLK7 act
C=CCn1cnnc1SCC(=O)NCC1COc2ccccc2O1 (stereo not given)	-0.7	-0.6	0.1	1	-0.9	-1	0.5	0	2	-0.4	-0.2
Cc1cc(NS(=O)(=O)c2ccccc2)n(-c2ccccc2)n1	-0.7	0.2	0.5	-3	-0.6	-1	0.6	-7	-3	-1.2	-0.7
COc1ccc(C2=NN(C(=O)CSc3cn(C)c4ccccc34)C(c3ccc(OC)cc3)C2)cc1 (stereo not given)	-1.1	3.6	-0.8	-2	1.2	-1	-1.4	-6	2	0.0	-0.6
O=C1CCC(C(=O)N2CCCCO2)CN1Cc1cccc(C(F)(F)F)c1 (stereo not given)	-0.6	-0.8	1.7	-2	-0.8	4	-0.4	-3	-2	-0.1	0.5
CC(C)Oc1ccc(C(CC(=O)O)NC(=O)Cc2ccccc2)cc1 (stereo not given)	-0.6	-1.9	-0.2	-1	-2.1	-2	0.5	3	3	0.0	-0.2
Cn1c(C(=O)N(Cc2ccccc2)Cc2ccccn2)cc2sccc21	-2.0	-2.9	-2.4	-2	-1.2	-6	-1.0	-5	-14	0.0	-0.5
COC(=O)c1c(NC(=O)c2ccco2)sc(C(=O)N(C)C)c1C	-0.7	-1.2	-0.1	3	-1.9	7	0.1	4	-3	1.2	-0.3
CC1=C(C(=O)N2CCOCC2)CC(CC(=O)NCCc2ccccn2)C(=O)N1Cc1ccc(C(C)(C)C)cc1 (stereo not given)	-1.0	-1.6	-0.7	-3	-0.9	-2	0.1	-2	0	0.8	0.8
Cc1cc(C)c(N(C(=O)c2csnn2)C(C(=O)NC2CCCC2)c2ccncc2)c(C)c1 (stereo not given)	-0.9	-2.0	-0.6	-3	0.0	0	0.2	-1	-5	1.4	0.2
COc1cccc(CC(=O)N(CCC2=CCCCC2)c2c(N)n(Cc3ccccc3)c(=O)[nH]c2=O)c1	-1.3	1.4	1.5	-3	-0.9	0	2.6	-1	-3	1.1	0.2
COc1ccc(C(=O)NNC(=S)NC(=O)/C=C/c2cccs2)cc1	-1.1	0.4	-0.5	4	-0.1	0	0.3	0	4	1.4	-0.6
COc1ccc(-c2[nH]ncc2CN2CCC(OCc3ccccc3)CC2)c(F)c1	-0.8	9.1	2.6	-1	0.2	-15	-0.2	-4	-9	-0.5	0.3

Further compounds follow:
SMILES	ssDAF-12 act	hgDAF-12 ag	GAA850 FXN act	SMARCA2 activ	hcDAF-12 act	HGIII-sPLA2 inh	DAX1 inh-1	GC-B act	NPR1 activator	DAX1 inh-2	proKLK7 act
COC(C[C@@H]1O[C@@H]1[C@H](O)COCc1ccccc1)OC	-0.8	0.3	-0.1	1	-0.4	5	-0.5	5	4	0.2	-0.1
O=C(NCc1ccc(F)cc1)c1cc(C2CCCCN2C(=O)c2ccccn2)on1 (stereo not given)	-1.6	0.1	0.2	-2	-1.2	-3	-1.2	-5	4	/	0.8
CCN(CC)S(=O)(=O)c1ccc(C(=O)NCC2(N3CCOCC3)CCCCC2)cc1	-1.2	0.3	0.4	0	0.4	-5	4.6*	0	-1	0.3	-0.2
O=c1nc(N2CCOCC2)nc(N/N=C/c2ccc3c(c2)OCO3)[nH]1	-0.7	-0.2	0.3	-4	2.4	2	0.3	0	-1	2.6	0.0
Nc1c(-c2ccccc2)cnn1-c1ccc(C(=O)O)cc1	-0.2	12*	2.2	3	3.3	2	2.3	1	2	0.1	0.3
O=S1(=O)CCOC[C@H](CC2CCCCC2)N1Cc1ccccc1F	-1.3	-2.0	1.9	-1	-0.3	1	-0.2	-1	-2	0.5	0.3
O=C1NC2(CCSC2)C(=O)N1CC(=O)N(Cc1ccccc1)C1CCS(=O)(=O)C1 (stereo not given)	-1.7	-1.2	3.4	-4	-0.5	-2	0.2	1	2	0.2	0.8
COc1ccc(C(C(=O)NCc2ccccc2)N(C(=O)c2snc(C(N)=O)c2N)C2CCCC2)cc1 (stereo not given)	-0.8	0.0	1.8	-1	-1.2	0	-0.1	-11	-15	0.8	0.0
NS(=O)(=O)c1ccc(CCNS(=O)(=O)Cc2ccc(Cl)cc2)cc1	-1.8	-0.4	-1.8	-2	-1.8	-16	0.1	1	-1	0.4	0.2
COCCN(C(=O)c1ccccc1Oc1ccccc1)c1c(N)n(CC(C)C)c(=O)[nH]c1=O	-0.9	3.4	-0.3	-3	-2.4	7	2.4	9	2	0.5	-0.4
O=C(Nc1ccc(OCCO)cc1)c1csc([C@@H]2O[C@H](CO)[C@H](O)[C@H](O)[C@H]2O)n1	0.1	-4.4	1.7	-1	0.6	4	0.7	4	2	/	0.1
COc1cccc(/C=N/NC(=O)CCC(=O)Nc2ccc(Br)cc2)c1	-2.1	4.0	-1.2	1	-0.1	-6	0.2	-3	-6	1.4	-0.1

Carrying on:
SMILES	ssDAF-12 act	hgDAF-12 ag	GAA850 FXN act	SMARCA2 activ	hcDAF-12 act	HGIII-sPLA2 inh	DAX1 inh-1	GC-B act	NPR1 activator	DAX1 inh-2	proKLK7 act
CN(C)S(=O)(=O)c1ccc(C(=O)Nc2nnc(-c3cccs3)o2)cc1	0.1	-1.9	0.9	0	-0.1	-3	-0.7	-1	-1	1.2	0.1
O=C(CCN1CCc2ccccc2C(O)(c2ccccc2)C1)c1ccc2c(c1)OCCO2 (stereo not given)	-1.2	0.6	-0.7	2	-0.9	5	-0.3	-4	3	-2.2	0.1
CCn1ccnc1CN(C)C(=O)C1CCC(=O)N(Cc2cccc(F)c2)C1 (stereo not given)	-0.5	0.9	3.9	6	1.0	5	0.4	5	2	0.7	-0.7
O=C(COC(=O)COc1ccccc1[N+](=O)[O-])Nc1ccccc1Br	-0.9	1.5	2.3	0	3.1	1	-0.1	-8	-1	0.3	-0.1
CC(=O)N1CCOc2ccc(S(=O)(=O)N(C)c3ccc(C)cc3)cc21	-1.0	-0.9	0.8	3	-2.2	0	0.2	-3	1	0.0	0.1
Cc1ccc(C(=O)Nc2ncccc2C)cc1S(=O)(=O)N1CCCCC1	-1.3	2.5	-0.2	-1	-0.6	-6	1.6	-1	-3	0.2	-0.1
O=C(CCC(=O)N1CCN(c2ccc(O)cc2)CC1)c1cccs1	-1.1	-1.5	-0.2	3	-1.2	-7	-1.0	1	0	-1.1	0.7
COc1ccccc1OCC(=O)Nc1cc(NC(=O)COc2ccccc2OC)cc(C(=O)O)c1	-1.2	-1.1	2.5	-1	0.0	-19	0.4	2	2	1.9	0.5
COCCNC(=O)c1cn(C)c2ccc(S(=O)(=O)N3CCCCC3)cc2c1=O	-0.8	3.8	-1.9	-4	-1.5	5	-0.1	-4	4	0.1	-0.1
COC(=O)c1ccc(COc2ccccc2OC)o1	-1.5	-0.6	1.4	1	-1.8	0	0.8	2	2	1.1	-0.8
O=C1c2ccccc2C(Nc2ccc3c(c2)OCCO3)N1c1ccc(Cl)cn1 (stereo not given)	-0.9	5.8	0.3	6	0.5	0	1.9	-14	-12	3.8	0.1
CCCC(=O)C1=C(O)C(C(=O)OC)C(C)(C)CC1=Nc1cccc([N+](=O)[O-])c1 (stereo not given)	-1.3	-0.9	1.9	5	0.7	1	-0.5	0	-4	-0.3	0.2

Later entries
SMILES	ssDAF-12 act	hgDAF-12 ag	GAA850 FXN act	SMARCA2 activ	hcDAF-12 act	HGIII-sPLA2 inh	DAX1 inh-1	GC-B act	NPR1 activator	DAX1 inh-2	proKLK7 act
Cc1ccc(-c2cc(=O)[nH][nH]2)c(C)c1	-1.1	0.2	1.7	-4	1.4	-67	-0.4	-2	-3	-1.1	-0.1
CC(C)c1ccc(S(=O)(=O)N2CCN(C(=O)Cc3ccsc3)CC2)cc1	-0.4	-1.6	-0.1	-1	1.4	-5	0.4	1	4	-0.1	0.1
CCN(CC(=O)NCc1cccs1)C(=O)c1ccc(S(=O)(=O)Nc2ccccc2F)cc1	-0.6	0.3	-1.2	0	-2.2	-4	0.9	11	2	0.3	-0.7
Cc1ccc(S(=O)(=O)N2CCC(C(=O)NCc3ccccc3CN3CCCC3)CC2)cc1	-0.9	-1.4	0.7	1	0.2	-1	-0.5	-4	-5	0.1	0.6
Cc1csc(C(C#N)C(=O)c2ccc(S(=O)(=O)N3CCCC3)cc2)n1 (stereo not given)	0.0	3.1	-1.7	-1	-0.2	-8	0.0	-3	0	-0.1	0.1
CCOC(=O)c1c(NC(=O)COC(=O)c2cnccn2)sc(C(=O)NC)c1C	-1.1	-1.7	0.0	2	-1.4	5	-1.7	6	0	-0.3	1.4
COc1cc(CN2CCCC(N3CCN(c4ccccc4C)CC3)C2)ccc1O (stereo not given)	-0.1	-1.7	-0.8	-1	-1.5	-9	-1.4	0	-5	1.4	1.0
CCN(C(=O)c1ccncc1)c1c(N)n(Cc2ccccc2)c(=O)[nH]c1=O	-1.1	1.3	1.4	0	-0.8	2	3.5	4	0	0.9	-0.2
CC(C)NC(=O)N(C)C[C@H]1OCc2cn(nn2)CCCC(=O)N([C@H](C)CO)C[C@@H]1C	-0.6	-0.9	/	-4	-0.1	1	1.6	2	2	/	-0.8
COc1ccc(C(=O)Nc2cccc(C(=O)NCc3ccco3)c2)cc1	-1.6	0.5	1.1	4	-1.2	-3	0.5	4	0	0.9	-0.8
COc1ccc(S(=O)(=O)Nc2nc3c(s2)C(=O)CC(C)(C)C3)cc1	-0.2	0.9	0.0	-1	-0.2	-4	1.0	4	3	-1.3	0.4
CN(C)/C=C/c1c([N+](=O)[O-])c2ccc(O)cc2n1-c1ccccc1	-2.2	-3.5	1.0	-7	-2.8	-55	-1.7	-12	1	-2.9	-1.7
